# Screening data from PubChem.
# hERG rescue: hERG (human) protection from proarrhythmic block; CHO-hERG, FluxOR thallium flux, dofetilide IC70 present; 310,000 tested, 0.51% active; activation (rescue from dofetilide block), less the hit threshold, % at 10 µM;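 active means activation above the mean of controls blocked by dofetilide plus 5 SD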;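 further: thallium influx through hERG after potassium depolarization seen as dye fluorescence rise; in these data hits start at about 4.7%; inactives centre near -7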
# GSK3B inh: inhibitors of human GSK3beta kinase | P49841 | GST-GSK3beta kinase, ADP-Glo luminescence, 60 min; stronger effect = lower value | activity score (negative = inhibition), % at 10 µM | 300,000 tested, 0.038% active | AID 2097;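 active means more than half of replicate wells score below -50%, meaning over 50% inhibition versus plate controls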;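 further: 0% = median DMSO wells and -100% = median GW8510 positive control wells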
# Target sequence (P49841 whole entry, looked up): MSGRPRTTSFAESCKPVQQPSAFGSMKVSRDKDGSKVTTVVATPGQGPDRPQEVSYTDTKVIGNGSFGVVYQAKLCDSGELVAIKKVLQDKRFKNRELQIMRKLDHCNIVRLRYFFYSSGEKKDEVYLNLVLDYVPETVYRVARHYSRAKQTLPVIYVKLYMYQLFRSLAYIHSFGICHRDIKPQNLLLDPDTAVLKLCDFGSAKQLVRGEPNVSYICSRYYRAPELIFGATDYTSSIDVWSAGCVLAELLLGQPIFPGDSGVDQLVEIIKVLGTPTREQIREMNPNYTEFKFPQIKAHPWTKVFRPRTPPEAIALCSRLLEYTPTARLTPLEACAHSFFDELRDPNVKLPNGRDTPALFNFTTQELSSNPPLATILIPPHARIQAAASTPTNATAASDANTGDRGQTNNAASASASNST
#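 Test system: GST-fused GSK3beta enzyme, cell-free | Quantity: 1.6 ng GST-GSK3beta enzyme per well | Reagent: 25 µM ATP with peptide substrate | Schedule: 60 min enzyme reaction, room temperature | Signal: Luminescent ADP-Glo measurement of ADP formed | Read-out basis: Score relative to plate controls | Control set: DMSO and 20 µM GW8510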
# KCNK3 block: human KCNK3 channel inhibition, primary screen; CHO-KCNK3 thallium flux, FluxOR fluorescence; stronger effect = lower value; B-score at 10 µM; 340,000 tested, 0.84% active;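 active means B-score under library mean minus 4 SD, starting fluorescence ratio at most library mean plus 5 SD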;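 further: more negative B-score means stronger inhibition of thallium flux through KCNK3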
# Target sequence (O14649 whole entry, looked up): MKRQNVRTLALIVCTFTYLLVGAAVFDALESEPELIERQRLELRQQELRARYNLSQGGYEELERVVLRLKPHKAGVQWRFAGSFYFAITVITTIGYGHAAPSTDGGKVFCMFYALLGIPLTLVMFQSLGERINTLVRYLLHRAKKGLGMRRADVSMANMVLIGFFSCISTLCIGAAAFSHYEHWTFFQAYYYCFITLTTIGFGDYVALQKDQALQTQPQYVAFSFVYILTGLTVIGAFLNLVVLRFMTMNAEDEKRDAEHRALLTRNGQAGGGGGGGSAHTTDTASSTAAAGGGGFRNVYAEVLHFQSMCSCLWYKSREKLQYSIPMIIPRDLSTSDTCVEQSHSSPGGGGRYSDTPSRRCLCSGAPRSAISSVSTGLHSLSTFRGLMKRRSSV
# RGS4 act: RGS4 potentiation or activation; HEK293 M3R/inducible RGS4, carbachol calcium flux Fluo4; stronger effect = lower value; B-score at 10 µM; 310,000 tested, 0.92% active;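 active means B-score of the integrated calcium signal more than 4 SD below the library mean, with starting fluorescence not abnormally high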;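 further: negative B-score means reduced calcium response which marks RGS4 activation or potentiation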
#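 Material: M3R-expressing HEK293 line, RGS4 induced by doxycycline | Schedule: Overnight RGS4 induction, 30 min dye load 37 °C, 20 min compound RT | Measured by: Fluo4 fluorescence kinetic imaging of calcium | Read-out: Integrated calcium ratio converted to B score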
# KCNQ1 pot: potentiates or activates the human KCNQ1 potassium channel; P51787; AID 2648; 310,000 tested, 0.35% active; B-score at 10 µM; CHO-K1 KCNQ1, thallium flux FluxOR fluorescence; stronger effect = higher value;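 active means fluorescence ratio B-score, a plate-corrected score, at least three library SD, with initial intensity B-score within 5 SD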
#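 System: Stable KCNQ1 CHO-K1 line | Incubation: 90 min dye loading and 20 min compound exposure, both at room temperature | Measure: Ratio B score | Medium: Assay buffer for compound exposure, DMSO matched across wells | Compound dosing: Single-concentration screen | Probe or stimulus: K+/Tl+ depolarizing stimulus | Measured by: Kinetic FluxOR fluorescence, 10 s baseline plus 110 s post-stimulus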
# GSK3A inh: blocks human GSK-3 alpha kinase | P49840 | ADP-Glo luminescence, 60 min | inhibition, % at 10 µM | 320,000 tested, 0.1% active;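 in the data active means inhibition above about 50%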;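 further: GST-tagged GSK-3 alpha with peptide substrate and 25 µM ATP; 0% = DMSO neutral wells and 100% = GW8510 positive control wells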
# RGS4 inh: inhibitors of human RGS4; P49798; HEK293 M3R/RGS4 inducible, Fluo-4 calcium flux; stronger effect = higher value; triggered by carbachol at its EC20; B-score at 10 µM; 310,000 tested, 0.45% active;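 active means B-score, a plate-corrected calcium signal, over three deviations above library mean, with baseline fluorescence within five deviations of library mean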;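 further: RGS4 expression induced by doxycycline in cells with stable M3 receptor; B-score is computed from the integrated fluorescence ratio over baseline after carbachol; higher B-score means a larger calcium signal and so more RGS4 inhibition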
# Target sequence (P49798 whole entry, looked up): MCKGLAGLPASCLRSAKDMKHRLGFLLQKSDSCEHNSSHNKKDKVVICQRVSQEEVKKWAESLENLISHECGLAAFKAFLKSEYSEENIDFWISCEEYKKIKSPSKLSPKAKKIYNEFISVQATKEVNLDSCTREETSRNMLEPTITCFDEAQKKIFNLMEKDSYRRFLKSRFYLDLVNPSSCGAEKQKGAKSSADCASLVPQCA
# PolyA inh: yeast polyadenylation inhibition; S. cerevisiae SKY197-pL101 polyadenylation reporter, beta-gal luminescence; efflux-impaired pdr1/pdr3 knockout yeast; score 100 = 6 SD above DMSO; AID 1875; calls only at 12 µM; 300,000 tested, 0.02% active;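 active means lowest replicate activity score at least 50, where 100 means six control SD above control mean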;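 further: yeast exposed to compound for 9 h at 30 °C; higher score means more reporter readthrough which indicates perturbed polyadenylation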
# KCNK9 block: blocks the human KCNK9 two-pore domain potassium channel. 310,000 tested, 1.2% active. Q9NPC2. B-score at 10 µM. HEK293 KCNK9, FluxOR thallium flux fluorescence; stronger effect = lower value;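 active means ratio B-score over 3 SD below the library mean, with starting fluorescence within 5 SD of its mean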;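 further: negative B-score means less thallium flux so channel inhibition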
# KCNQ1 inh: inhibitors of human KCNQ1 potassium channel. CHO-K1 KCNQ1, FluxOR thallium flux fluorescence; stronger effect = higher value. 310,000 tested, 1.3% active. B-score at 10 µM;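 active means compounds whose thallium flux B-score, printed positive for inhibition, exceeds three library SD while starting fluorescence stays within three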;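 further: channel opened by potassium depolarization with thallium stimulus after 20 min compound exposure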
# DYRK1A inh: blocks rat Dyrk1A kinase activity. Q63470. ADP-Glo luminescence, NFATc1 peptide. inhibition, % at 12.5 µM. 310,000 tested, 0.43% active; in the data active means inhibition above about 50%;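 further: plate controls were vehicle with enzyme for no effect and no enzyme for full effect; many of its hits are not listed in these tables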
# * = called active by the depositor; i = inactive; · = no result given.
# Preview, 2 compounds:
SMILES,hERG rescue,GSK3B inh,KCNK3 block,RGS4 act,KCNQ1 pot,GSK3A inh,RGS4 inh,PolyA inh,KCNK9 block,KCNQ1 inh,DYRK1A inh
O=C(C1CCN(S(=O)(=O)N2CCC3(CC2)OCCO3)CC1)N1CCC(Cc2ccccc2)CC1,-3,1,i,i,i,-1,i,i,i,i,0
CCCCNC(=O)[C@H]1C[C@H]1[C@@H](O)[C@H](CO)NC(=O)[C@H](COCc1ccccc1)NC(=O)OC(C)(C)C,-4,2,i,i,i,-1,i,i,i,i,9

# This part in full, from the first entry:
SMILES,hERG rescue,GSK3B inh,KCNK3 block,RGS4 act,KCNQ1 pot,GSK3A inh,RGS4 inh,PolyA inh,KCNK9 block,KCNQ1 inh,DYRK1A inh
O=C(C1CCN(S(=O)(=O)N2CCC3(CC2)OCCO3)CC1)N1CCC(Cc2ccccc2)CC1,-3,1,i,i,i,-1,i,i,i,i,0
CCCCNC(=O)[C@H]1C[C@H]1[C@@H](O)[C@H](CO)NC(=O)[C@H](COCc1ccccc1)NC(=O)OC(C)(C)C,-4,2,i,i,i,-1,i,i,i,i,9
O=C(Nc1ccc(N2CCOCC2)cc1)C1CCCCC1,-5,2,i,i,i,-1,i,i,i,i,-7
CCN(CC)S(=O)(=O)c1cccc(-c2cn3cc(C)ccc3n2)c1,-6,1,i,i,i,·,i,i,i,i,1
COc1cccc(C(c2nnnn2Cc2ccccc2)N2CCN(C3CCCC3)CC2)c1OC (stereo not given),-27,5,i,i,i,-2,i,i,i,i,0
Cc1cc(C)c(NC(=S)N(C)C)cc1C,1,-2,i,i,i,1,i,i,i,i,8
CC(=O)N1c2ccccc2NC2=C(C(=O)CCC2)C1c1ccco1 (stereo not given),-9,1,i,i,i,-1,i,i,i,i,5
CCN(CC(=O)Nc1cc(Cl)ccc1C)C(=O)CCOc1ccccc1C,-8,0,i,i,i,2,i,i,i,i,1
CCc1cc2cc(C)ccc2nc1SCC(=O)Nc1cc(C)on1,-2,0,i,i,i,-4,i,i,i,i,5
CCn1c(SC(C)C(=O)O)nc2sc3c(c2c1=O)CCC3 (stereo not given),15*,·,i,i,14*,-2,i,·,i,i,13
CC1CCc2cc(F)cc3c(O)c(C(=O)NCCN(C)C)c(=O)n1c23 (stereo not given),-3,-3,i,i,i,4,i,i,i,i,5
O=C(OC1CCCCC1=O)c1ccc(S(=O)(=O)Nc2ccccc2)cc1 (stereo not given),-7,4,i,i,i,-1,i,i,i,i,·
Cn1c(=O)n(C)c2cc(NC(=O)CCl)ccc21,-9,-1,i,i,i,-3,i,i,i,i,4
Cc1cc(C(=O)Nc2ccc(F)cc2)c2ccccc2n1,-14,2,i,i,i,-2,i,i,i,i,3
Cn1c(-c2sccc2OCc2ccccc2)n[nH]c1=S,-16,2,i,i,i,-7,i,i,i,i,4
O=S1(=O)CCO[C@H]2Cc3ccccc3[C@H]2N1Cc1cccc(Cl)c1,-13,1,i,i,i,0,i,i,i,i,-11
CN(C(=O)COC(=O)CNC(=O)c1ccc(Cl)cc1Cl)c1ccccc1,-6,0,i,i,i,4,i,i,i,i,4
COC(=O)C/C=C/[C@@H](C)[C@@H](/C=N/O[C@H](C)c1cn([C@@H]2COC[C@H]2O)nn1)NS(=O)(=O)c1ccc(C)cc1,-10,0,·,i,i,4,i,i,i,i,·
COc1cccc(N2CC(C(=O)Nc3nnc(SCCN4CCOCC4)s3)CC2=O)c1 (stereo not given),-13,1,i,i,i,-1,i,i,i,i,-1
CCOC(=O)N1CCN(c2c(NCCCN(CC)c3cccc(C)c3)c(=O)c2=O)CC1,-10,2,i,i,i,-2,i,i,i,i,2
CCN(CC)C(=O)CSc1nnc([C@@H](N)C(C)C)o1,-13,0,i,i,i,-2,i,i,i,i,5
COc1ccc(N/C=C\C(=O)c2ccc3ccccc3c2)cc1,-6,-2,i,i,i,3,i,i,i,i,4
COC(=O)c1cc(NC(=O)CN(c2ccc(OC)cc2)S(=O)(=O)c2ccc(F)cc2)ccc1Cl,-4,-2,i,i,i,·,i,i,i,i,3
CC(C)C(=O)Nc1ccc(-c2ccc3nncn3n2)cc1,-10,-1,i,i,i,-1,i,i,i,i,-1
Cc1nc(=O)c(-c2ccccc2)c(C)n1CCCO,-5,-1,i,i,i,-1,i,i,i,i,1
# (cont.)
SMILES,hERG rescue,GSK3B inh,KCNK3 block,RGS4 act,KCNQ1 pot,GSK3A inh,RGS4 inh,PolyA inh,KCNK9 block,KCNQ1 inh,DYRK1A inh
CC1CCN(CCc2nc3cc(NC(=O)COc4ccc(Cl)cc4)ccc3n2C)CC1,-15,0,i,i,i,-4,i,i,i,i,1
Nc1c(C(=O)O)sc2nc(-c3ccccc3)c3c(c12)CCCC3,-1,2,i,i,i,3,i,·,i,i,-1
CCc1ccc(-c2ccc(SCc3ccccn3)nn2)cc1,-10,4,i,i,i,-1,i,i,i,i,-19
O=C(Nc1nnc(-c2ccccc2)o1)c1cccc(N2C(=O)CCC2=O)c1,-2,1,i,i,i,-1,i,i,i,i,0
N=c1c2c3c(sc2nc2n1CCC2)CCCC3,-20,-4,i,i,i,0,i,i,i,i,-3
Cc1ccccc1N(C(=O)c1csnn1)C(C(=O)NC(C)(C)C)c1ccncc1 (stereo not given),-14,2,i,i,i,-3,i,i,i,i,-4
Cn1c(=O)cc(SCC(=O)Nc2ccc3c(c2)OCO3)c2ccccc21,-14,4,i,i,i,-1,i,i,i,i,-1
COc1cccc(C(=O)NCCS(=O)(=O)NCc2ccc3c(c2)OCO3)c1,-17,2,i,i,i,-4,i,i,i,i,4
O=S(=O)(c1ccccc1)N1CCCc2ccccc21,-1,2,·,i,i,-5,i,i,i,i,·
NC(=O)c1ccccc1NC(=O)Nc1cccc2ccccc12,-9,-6,i,i,i,·,i,i,i,i,3
Nc1nc(N2CCCCC2)nc(N2CCCCC2)n1,-8,-5,i,i,i,21,i,i,i,i,6
CC(/C=C1\SC(=S)N(CCC(=O)Nc2ccccc2O)C1=O)=C\c1ccccc1,-6,-2,i,i,i,-1,i,i,i,i,-3
CCC(C)[C@H](NC(=O)NCc1ccccc1Cl)C(=O)OC (stereo not given in full),-11,1,i,i,i,-2,i,i,i,i,-4
COc1cc2c(cc1OC)C(C)N(C(=O)c1sc(-c3cnccn3)nc1C)CC2 (stereo not given),-15,-2,·,i,i,1,i,i,i,i,·
Cc1ccc(S(=O)(=O)CC(CN2CCCCC2)N2CCCCC2)cc1 (stereo not given),-4,2,i,i,i,·,i,i,i,i,0
CC1(C)CC(=O)C2=C(C1)OC(N)=C(C#N)C21CCC2(CC1)OCCO2,-1,0,i,i,i,2,i,i,i,i,-12
COc1ccc(CCNC(=O)COC(=O)COc2c(C)cc(C)cc2C)cc1OC,-7,1,i,i,i,-1,i,i,i,i,-3
O=C(CCCOc1ccccc1)NCC1CCCO1 (stereo not given),0,0,i,i,i,-4,i,i,i,i,-6
Cc1cccnc1CCNC(=O)c1ccc(OC2CCN(Cc3ccccn3)CC2)cc1,-11,6,i,i,i,-3,i,i,i,i,4
Cc1ccc(C)c(Cn2nnc(C(=O)Nc3ccc4c(c3)OCCO4)c2N)c1,-7,-3,i,i,i,0,i,i,i,i,-2
COCCCNC(=O)c1cc2cc([N+](=O)[O-])cc(OC)c2oc1=O,-5,3,i,i,i,-2,i,i,i,i,-3
Cc1ccccc1OC(C)C(=O)Nc1ccc2c(c1)OCCO2 (stereo not given),-10,0,i,i,i,-2,i,i,i,i,-2
COC(=O)Nc1ccc(S(=O)(=O)N2CCCC(C(=O)Nc3cccc4c3OCCO4)C2)cc1 (stereo not given),-13,-2,i,i,i,0,i,i,i,i,-2
O=C(NCC(=O)N1CCCC1)c1ccc(Br)o1,-4,0,i,i,i,-1,i,i,i,i,1
Cc1cc(C)nc(SCc2cnc(C)nc2N)n1,-9,0,i,i,i,-1,i,i,i,i,-2
# Additional entries follow:
SMILES,hERG rescue,GSK3B inh,KCNK3 block,RGS4 act,KCNQ1 pot,GSK3A inh,RGS4 inh,PolyA inh,KCNK9 block,KCNQ1 inh,DYRK1A inh
O=C(CSc1nnnn1-c1ccccc1)c1cc2ccccc2oc1=O,-6,2,i,i,i,-2,i,i,i,i,-3
O=c1[nH]c2ccccc2c(=O)n1CCCO,-8,3,i,i,i,-2,i,i,i,i,2
COC(=O)NCC(c1ccco1)N1CCN(c2ccccc2)CC1 (stereo not given),-4,1,i,i,i,-3,i,i,i,i,-1
O=C(c1ccco1)N1CCN(C(=O)c2[nH]ncc2[N+](=O)[O-])CC1,-3,2,i,i,i,0,i,i,i,i,-4
O=C(NCCc1ccccc1)Nc1cccc(Cl)c1,-3,-1,i,i,i,0,i,i,i,i,-2
COCCCNC(=O)C(=O)NCC1CCCN1S(=O)(=O)c1cccs1 (stereo not given),-9,-2,i,i,i,-1,i,i,i,i,7
O=C(CN1C(=O)N/C(=C\c2ccccc2OCc2ccc(C(=O)O)cc2)C1=O)Nc1ccccc1F,-3,-1,i,i,i,0,i,i,i,i,0
COc1ccc(Cl)cc1NC(=O)C(C)N1CCc2ccccc21 (stereo not given),-21,0,-8.8*,i,i,0,i,i,i,7*,2
CC1CN(S(=O)(=O)c2cccc(C(=O)NNC(=O)C(C)Oc3ccccc3F)c2)CC(C)O1 (stereo not given),-17,-2,i,i,i,-1,i,i,i,i,-4
Cc1ccc(C(=O)CC2(O)C(=O)N(C)c3ccc(Br)cc32)c(C)c1 (stereo not given),1,2,-9.6*,i,i,-3,i,·,i,i,-6
Cc1ccc(C)c(NC(=O)Cn2nnc(C(=O)NCc3ccco3)c2N)c1,-6,-1,i,i,i,0,i,i,i,i,-11
Oc1ccc(CNC2CCCCC2)cc1,-4,2,i,i,i,-2,i,i,i,i,-1
C/C(CC(=O)Nc1cccnc1)=N/NC(=O)COc1ccc(Cl)cc1Br,-12,-2,i,i,i,-3,i,i,i,i,26
CCCCC(CCC(=O)Nc1ccccc1C(=O)OCC)C(=O)O (stereo not given),-7,4,i,i,i,-6,i,i,i,i,-1
Cc1nc(C(F)(F)F)nc(Nc2ccc(N=Nc3ccccc3)cc2)c1C#N,0,-3,i,i,i,0,i,i,i,i,1
Cc1c(Cl)cccc1NC(=O)CCC(=O)N/N=C/c1ccco1,-5,-1,i,i,i,1,i,i,i,i,-7

# This is a subset; count on the stated rates, not on these rows.
